p53null 39C kill: selectivity test: cytotoxicity in p53 null cells, nonpermissive temperature | H1299 p53-null (neo) cells, 39C, ATPlite viability, 24 h | Potency, µM (series often up to 46.1 µM), for the others: at the top dose activity, negative = cell killing, hits mostly cytotoxic | 0.97% of 55,000 active | AID 904;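 also: potency is read from the fitted curve at half-maximal effect; 0% = DMSO only and -100% = full killing by 100 µM tamoxifen; nearly all actives have a fitted effect of over 50% in size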
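Following overnight plating at 37C (600 cells/well), H1299-neo or H1299-p53A138V cells are dosed up to 46 uM. Incubation lasts 24 hr at 39C before ATP detection.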
TSG101-PTAP inh: blocks PTAP binding to human TSG101, validation. Q99816. Fluorescence polarization, FITC-PTAP peptide/Tsg101, 20 min. Potency, µM (series often up to 115 µM), inactives show at the top dose activity change, negative = inhibition, actives largely listed as inhibitors. 44,000 tested, under 10 active. AID 1347069; also: potency is read from the fitted curve at half-maximal effect; 0% is about no effect
Target sequence (Q99816 whole entry, looked up): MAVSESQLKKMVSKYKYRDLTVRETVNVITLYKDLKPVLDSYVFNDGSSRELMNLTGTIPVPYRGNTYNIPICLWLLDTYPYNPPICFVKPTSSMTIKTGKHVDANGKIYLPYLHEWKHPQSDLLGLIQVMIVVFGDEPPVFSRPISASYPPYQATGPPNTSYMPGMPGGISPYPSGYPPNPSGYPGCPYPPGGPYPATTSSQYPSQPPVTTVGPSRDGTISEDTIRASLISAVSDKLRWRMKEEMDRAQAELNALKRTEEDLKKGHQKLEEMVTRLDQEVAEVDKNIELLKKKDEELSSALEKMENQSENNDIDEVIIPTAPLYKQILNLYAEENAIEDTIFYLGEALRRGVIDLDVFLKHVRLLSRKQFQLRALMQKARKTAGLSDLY
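Fluorescence polarization binding of Tsg101 binding domain (10 uM final) to FITC-labeled PTAP-motif peptide (50 nM final) in HEPES pH 7.5/NaCl/Tween 20/EDTA/TCEP buffer; 20 min at r.t. Actives by curve class, <25 µM, efficacy <60% inhibition.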
NTMT1 inh: inhibitors of human N-terminal methyltransferase NTMT1; 2.5% of 59,000 active; NTMT1 MTase-Glo SAH luminescence, purified enzyme; Potency, µM (doses to about 114 µM), for inactives: top-dose activity change, negative = inhibition, actives largely listed as inhibitors; Q9BV86; AID 1645870;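 also: potency is read from the fitted curve at half-maximal effect; plate controls were DMSO vehicle for no effect and no enzyme for full effect; nearly all actives have a fitted effect of over 65% in size; many of its hits are not listed in these tables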
Target sequence (Q9BV86 whole entry, looked up): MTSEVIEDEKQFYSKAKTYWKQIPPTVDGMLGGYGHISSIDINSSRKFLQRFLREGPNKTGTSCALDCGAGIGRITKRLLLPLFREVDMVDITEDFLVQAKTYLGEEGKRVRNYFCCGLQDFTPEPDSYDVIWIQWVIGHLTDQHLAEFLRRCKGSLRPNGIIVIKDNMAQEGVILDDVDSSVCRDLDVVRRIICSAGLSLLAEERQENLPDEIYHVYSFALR
GALK inh: inhibits human galactokinase; 44,000 tested, under 10 active; P51570; recombinant GALK, Kinase-Glo ATP luminescence, 1 h; AID 1347072; Potency, µM (doses to about 57.5 µM), without a hit: at the highest dose activity, negative = inhibition, actives largely listed as inhibitors;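 also: plate controls were full GALK reaction for no effect and reaction lacking GALK for full effect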
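Luminescent ATP-depletion readout (Kinase-Glo Plus) after 1 h room-temperature incubation of human GALK (5 nM) with galactose 100 µM and ATP 35 µM, pH 8.0 HEPES/Mg2+ buffer; compounds tested in qHTS format.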
FH mod: Identification of activators of human fumarate hydratase by quantitative high-throughput screening; Potency, µM (doses to about 79.9 µM), for inactives: at the top dose activity change, negative = inhibition, most hits filed as inhibitors; 0.22% of 54,000 active; Fumarate hydratase, mitochondrial (Homo sapiens), P07954; AID 1347055, 2019; FH coupled MDH/diaphorase resazurin fluorescence, 15 min; also: potency is read from the fitted curve at half-maximal effect; % is scaled to controls: 0 for no effect and ±100 for the full control effect; the screen sought activators but most active calls are inhibition curves; nearly all actives have a fitted effect of over 45% in size
p53null 32C tox: kills p53 null cells at the permissive temperature | H1299-neo p53 null cells, ATP luminescence, 24 h, 32C | Potency, µM (series often up to 46.1 µM), inactives show at the top dose activity change, negative = cytotoxicity, actives largely listed as cytotoxic | 0.62% of 55,000 active | AID 903;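 also: potency is read from the fitted curve at half-maximal effect; 0% = DMSO only and -100% = full killing by 100 µM tamoxifen; nearly all actives have a fitted effect of over 55% in size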
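H1299-neo (p53-null) cells, 600/well, were pre-incubated overnight at 37C, then exposed to compounds at up to 46 uM for 24 hr at 32C. Viability was measured as ATP content by luminescence, and AC50 values came from Hill fits.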
B2AR arrestin ag: agonists recruiting beta-arrestin to human beta2-adrenergic receptor | P07550 | HTLA Tango cells, beta-arrestin recruitment, luciferase luminescence, 18 h | Potency, µM (highest dose often 46.1 µM), inactives show top-dose activation, hits mostly activators | 44,000 tested, under 10 active | AID 1347077;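 also: potency is read from the fitted curve at half-maximal effect; 0% = DMSO and full agonism = EC100 isoproterenol or metaproterenol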
Target sequence (P07550 whole entry, looked up): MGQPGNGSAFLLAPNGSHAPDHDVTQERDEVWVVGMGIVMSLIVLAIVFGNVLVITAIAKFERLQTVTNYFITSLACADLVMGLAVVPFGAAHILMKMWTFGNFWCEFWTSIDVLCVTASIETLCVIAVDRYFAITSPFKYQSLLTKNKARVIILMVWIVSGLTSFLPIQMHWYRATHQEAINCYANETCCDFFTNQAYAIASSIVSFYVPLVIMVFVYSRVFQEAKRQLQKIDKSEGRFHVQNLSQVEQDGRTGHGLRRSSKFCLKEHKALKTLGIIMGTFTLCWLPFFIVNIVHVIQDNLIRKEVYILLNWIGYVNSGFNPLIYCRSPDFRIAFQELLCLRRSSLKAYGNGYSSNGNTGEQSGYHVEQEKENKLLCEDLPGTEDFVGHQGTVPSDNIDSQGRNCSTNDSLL
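Tango cell line, 1% FBS DMEM; cpd titration up to 46 microM; 18 hr, 37 degrees C, 5% CO2. Luciferin/ATP substrate mix added, 15 min RT, luminescence. %Activity, CRC fitting, curve-class categorization.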
Numbers without * were called inactive; ? = inconclusive; [ ] = remark or other dose. Calls follow the shape of the dose curve; as a rule, active = well fitted curve in the direction sought with a large enough effect; inconclusive = small, poorly fitted or top-dose-only effect, or another doubt; inactive = no such curve, though single readings can be large; an effect the other way counts as inactive or inconclusive. Some of the compounds tested. The share of hits here may be higher or lower than overall.

SMILES	p53null 39C kill	TSG101-PTAP inh	NTMT1 inh	GALK inh	FH mod	p53null 32C tox	B2AR arrestin ag
CCc1ccccc1NC(=O)c1cc(S(=O)(=O)NC2CCCC2)ccc1F	1%	-5%	-3%	-4%	-19%	3%	0%
Cc1c(Cl)cccc1NC(=O)c1cccc(NC(=O)N2CCSc3ncccc32)c1	-2%	-6%	0%	0%	-8%	-1%	0%
Cn1c(=O)oc2cc(S(=O)(=O)N3CCC(C(=O)N4CCN(c5ccc(Cl)cc5)CC4)CC3)ccc21	10%	-13%	10%	-9%	-8%	3%	1%
Cc1cccc(C(=O)NCC(c2ccco2)S(=O)(=O)c2cccs2)c1 (stereo not drawn)	-2%	-8%	0%	-1%	1%	-2%	-4%
CCC(=O)N1CCc2cc(CNC(=O)Nc3cc(Cl)ccc3C(=O)OC)ccc21	-2%	1%	-3%	0%	-22%	-3%	-1%
COc1ccc(Nc2ncc(C(=O)Nc3cc(Cl)c(OC)cc3OC)c3ccccc23)cc1	5%	-6%	17%	-2%	-11%	5%	1%
Cc1ccc(NC(=O)CCS(=O)(=O)c2ccc3nc(C)sc3c2)c(C)c1	-7%	-7%	8%	4%	-2%	-3%	0%
COc1ccccc1CNC(=O)Cn1ncc2c3ccccc3n(Cc3ccccc3C)c2c1=O	-9%	1%	-3%	0%	1%	9%	-4%
Cc1ccc(CCNC(=O)C2CC(=O)N(CCc3ccccc3)C2)cc1 (stereo not drawn)	13%	-1%	12%	-1%	-8%	-6%	0%
O=C(NCc1ccc(Cl)cc1)c1cnc(N2CCOCC2)c2ccccc12	-7%	1%	-2%	-2%	-9%	-5%	0%
Cc1cccc(NC(=O)c2c(NC(=O)c3cccs3)sc3c2CCC(C)C3)c1 (stereo not drawn)	-11%	2%	6%	-19%	-15%	-18%	0%
COc1ccc(NC(=O)N2CCN(S(=O)(=O)c3ccc4c(ccn4C)c3)CC2)cc1OC	10%	0%	2%	-2%	-33%	5%	-1%
CCOc1ccc(CCNC(=O)c2ccc(CS(=O)Cc3ccc(Cl)cc3)o2)cc1 (stereo not drawn)	-24%	-2%	5%	?	-13%	-15%	-1%
COc1ccc(C(CNC(=O)c2oc3cc(C)c(C)cc3c2C)N2CCCCC2)cc1 (stereo not drawn)	-2%	-4%	1%	1%	-26%	4%	-2%
CCOc1ccc(Nc2ncnc3c2nc2n3CCCC2)cc1	-20%	-4%	?	3%	-6%	-22%	-1%
COc1cccc(C(=O)Nc2c(C(=O)Nc3ccc(F)cc3)oc3ccccc23)c1OC	-22%	-2%	4%	?	-4%	?	-1%
CC(=O)c1ccc(N2CCN(C(=O)CCn3cnc4onc(-c5ccc(F)cc5)c4c3=O)CC2)cc1	-10%	0%	-3%	2%	-14%	-4%	1%
COc1ccc(-c2cnnn2-c2ccc(NC(=O)c3ccccc3OC)cc2)cc1	8%	1%	6%	-1%	-17%	14%	0%
CC(C)CCOc1ccc(Cn2c(=O)oc3ccccc32)cc1	-21%	-1%	2%	7%	-8%	-5%	-2%
Cc1ccc(Cl)cc1NC(=O)C(=O)NCC(c1cccnc1)N1CCc2ccccc21 (stereo not drawn)	-6%	-9%	-4%	-3%	-12%	1%	1%
CSc1ncc2c(n1)-c1ccccc1N(Cc1ccccc1)S2(=O)=O	18%	5%	-17%	0%	-8%	-8%	0%
COc1cc(NC(=O)CN2CCN(S(=O)(=O)c3ccc(Br)cc3)CC2)cc(OC)c1	-25%	-4%	12%	2%	-15%	3%	1%
CCOC(=O)c1c(-c2ccc(Br)cc2)csc1NC(=O)c1ccccc1F	20%	1%	5%	0%	-4%	6%	1%
COc1ccc(-c2noc(N3CCC(C(=O)N4CCN(c5cccc(C)c5C)CC4)CC3)n2)cc1	-13%	0%	-7%	1%	-6%	?	0%
COC(=O)c1c(NC(=O)Cc2coc3cc(C)ccc23)sc2c1CCC2	12%	-1%	3%	1%	-19%	-3%	0%
COc1ccc(CNC(=O)Cn2ncc3c4ccccc4n(Cc4cccc(Cl)c4)c3c2=O)cc1	-9%	83%[activator]	?	-2%	0%	-2%	-3%
CCS(=O)(=O)NCC(c1ccco1)N1CCN(c2ccc(OC)cc2)CC1 (stereo not drawn)	19%	2%	-22%	2%	-1%	-10%	-2%
Cc1ccc(-c2nc3scc(CCNS(=O)(=O)c4ccc(Oc5ccccc5)cc4)n3n2)cc1	25%	-4%	12%	1%	-2%	-12%	-2%
CCc1ccc(CNC(=O)c2cc(-c3ccc(Br)s3)nc3ccccc23)cc1	3%	0%	10%	-6%	-7%	2%	1%
Cc1ccc(NC(=O)NCCOCCn2c(=O)oc3ccccc32)cc1F	-15%	1%	3%	4%	-4%	-16%	-2%

Given with bars between the fields: entries from further up
smiles | p53null 39C kill | TSG101-PTAP inh | NTMT1 inh | GALK inh | FH mod | p53null 32C tox | B2AR arrestin ag
CC(C)CCOc1ccc(Cn2c(=O)oc3ccccc32)cc1 | -21% | -1% | 2% | 7% | -8% | -5% | -2%
Cc1ccc(Cl)cc1NC(=O)C(=O)NCC(c1cccnc1)N1CCc2ccccc21 (stereo not drawn) | -6% | -9% | -4% | -3% | -12% | 1% | 1%

Continuation.
SMILES	p53null 39C kill	TSG101-PTAP inh	NTMT1 inh	GALK inh	FH mod	p53null 32C tox	B2AR arrestin ag
Cn1nnc2c(N3CCN(c4ccc(F)cc4)CC3)ncnc21	9%	-2%	-13%	2%	15%	1%	-3%
CC(=O)Nc1ccc(NC(=O)CCS(=O)(=O)c2ccc3c(c2)CC(=O)N3C)cc1	-6%	0%	-3%	1%	14%	-4%	0%
Cc1ccc(NC(=O)c2c(C)nc3sc(C(=O)Nc4ccc(F)cc4)c(N)c3c2-c2ccccc2Cl)c(C)c1	16%	-2%	11%	?	1%	-6%	0%
CCC1CCCCN1C(=O)c1nn(-c2ccc(OC)cc2)c(=O)c2c1c1ccccc1n2C (stereo not drawn)	13%	-4%	0%	9%	-15%	0%	0%
COc1ccc(-c2nc(CCNC(=O)c3c(F)cccc3Cl)cs2)cc1	15%	-2%	8%	0%	-7%	-9%	0%
Cc1cccc(C)c1OCc1cc(=O)n2c(-c3ccccc3)csc2n1	0%	7%	6%	6%	-6%	?	0%
Cc1ccc(NC(=O)CSc2nnc(-c3ccc(Br)cc3)o2)c(C)c1	49%[activator]	-5%	?	-2%	-10%	-10%	-2%
Cc1ccc(CCNC(=O)c2ccc(CSCc3ccccc3Cl)o2)cc1	-3%	0%	3%	3%	?	5%	-1%
COc1ccccc1N1CCN(C(=O)c2cc3c(=O)n(Cc4cccs4)ccc3nc2C)CC1	1%	-7%	-4%	-2%	-1%	3%	1%
CCCC(=O)C1=C(c2ccc(C)c(C)c2)N(C(=O)CCC)n2c(CC)nnc2S1	26%	1%	3%	-5%	-10%	27%	-2%
COc1ccc(OCC(O)Cn2c(NCCO)nc3c2c(=O)n(C)c(=O)n3C)cc1 (stereo not drawn)	3%	1%	2%	1%	-9%	-6%	1%
CCOC(=O)C1=C(CS(=O)(=O)c2c(C)cc(C)cc2C)NC(=O)NC1c1cccc(OC)c1 (stereo not drawn)	-2%	-1%	-8%	-3%	-14%	5%	1%
COCCn1c(SCC(=O)Nc2ccc(C(F)(F)F)cc2)nc2c([nH]c3ccccc32)c1=O	29%	-2%	6%	0%	5%	6%	0%
Cc1ccc(C(=O)c2cn(Cc3ccccc3)c3c(F)cc(F)cc3c2=O)cc1	15%	-3%	?	-2%	-7%	3%	1%
Cc1ccc(C2=Nc3ccccc3N(CC(=O)NCc3ccc(Cl)cc3)C(=O)C2)cc1C	-21%	0%	6%	0%	1%	-6%	0%

Some values from above:
COc1ccc(NC(=O)N2CCN(S(=O)(=O)c3ccc4c(ccn4C)c3)CC2)cc1OC in p53null 32C tox is listed with 5%
CCCC(=O)C1=C(c2ccc(C)c(C)c2)N(C(=O)CCC)n2c(CC)nnc2S1 in FH mod is listed with -10%

The listing continues.
SMILES	p53null 39C kill	TSG101-PTAP inh	NTMT1 inh	GALK inh	FH mod	p53null 32C tox	B2AR arrestin ag
CCn1cc(C(=O)Nc2ccc(C(C)C)cc2)c2cc(OC)c(OC)cc2c1=O	9%	-4%	?	7%	?	7%	0%
COc1cc2c(cc1OC)C(COc1ccc3c(C)cc(=O)oc3c1)N(C(=O)c1ccc(Cl)cc1)CC2 (stereo not drawn)	1%	-5%	17%	0%	-9%	-8%	1%
Cc1cccc(N2CCN(C(=O)C3CCN(S(=O)(=O)c4c(C)noc4/C=C/c4ccccc4F)CC3)CC2)c1C	3%	0%	4%	1%	5%	-7%	0%
COc1ccccc1CNC(=O)c1ccc(N2CCCC2)c(NC(=O)NCc2ccc(C)cc2)c1	-8%	-3%	16%	-8%	-12%	2%	1%
COCCCNC(=O)c1cnn(-c2ccccc2Cl)c1C1CCN(C(=O)OC(C)(C)C)CC1	-8%	-2%	89µM*	3%	-9%	8%	-2%
Cc1ccc(NC(=O)Cn2cc(C(=O)C3CC3)c3ccccc32)cc1	-18%	0%	2%	3%	2%	-2%	1%
O=C(NCc1ccc(F)cc1)c1ccc2nc(N3CCCCC3)sc2c1	-18%	-4%	?	1%	2%	10%	-3%
CCC(Oc1ccccc1)C(=O)Nc1nnc(S(=O)(=O)N(CC)CC)s1 (stereo not drawn)	-19%	2%	9%	3%	-7%	-5%	2%
O=C(O)CCc1ccc(-c2ccc(Br)cc2)n1-c1ccccc1O	-27%	-12%	2%	2%	-30%	-2%	1%

Of the compounds above, 7 have a furan ring, fused or not:
SMILES	p53null 39C kill	TSG101-PTAP inh	NTMT1 inh	GALK inh	FH mod	p53null 32C tox	B2AR arrestin ag
Cc1cccc(C(=O)NCC(c2ccco2)S(=O)(=O)c2cccs2)c1 (stereo not drawn)	-2%	-8%	0%	-1%	1%	-2%	-4%
CCOc1ccc(CCNC(=O)c2ccc(CS(=O)Cc3ccc(Cl)cc3)o2)cc1 (stereo not drawn)	-24%	-2%	5%	?	-13%	-15%	-1%
COc1ccc(C(CNC(=O)c2oc3cc(C)c(C)cc3c2C)N2CCCCC2)cc1 (stereo not drawn)	-2%	-4%	1%	1%	-26%	4%	-2%
COc1cccc(C(=O)Nc2c(C(=O)Nc3ccc(F)cc3)oc3ccccc23)c1OC	-22%	-2%	4%	?	-4%	?	-1%
COC(=O)c1c(NC(=O)Cc2coc3cc(C)ccc23)sc2c1CCC2	12%	-1%	3%	1%	-19%	-3%	0%
CCS(=O)(=O)NCC(c1ccco1)N1CCN(c2ccc(OC)cc2)CC1 (stereo not drawn)	19%	2%	-22%	2%	-1%	-10%	-2%
Cc1ccc(CCNC(=O)c2ccc(CSCc3ccccc3Cl)o2)cc1	-3%	0%	3%	3%	?	5%	-1%

Compound activity from PubChem.
